From PubChem BioAssay
Rtt109 Vps75: inhibitors of Candida albicans Rtt109/Vps75 histone acetyltransferase; Q5AAJ8; purified Rtt109/Vps75, ThioGlo CoA-SH fluorescence, 4 h; inhibition, % at 34.9 µM; 330,000 compounds, 0.16% hits; AID 540336;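 active = inhibition of at least 50% in every replicate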
SR-BI DiI inh: mouse SR-BI HDL lipid transfer inhibition; ldlA[mSR-BI] CHO cells, DiI-HDL uptake fluorescence, 3 h; inhibition, % at 12.5 µM; Q61009; 320,000 compounds, 0.96% hits; AID 488896;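 active = mean replicate inhibition of at least 70% and a set share of replicates each scoring 70 or more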;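 also: 0% = median of neutral control wells and 100% = median of positive control wells; values of inactives mirror those of a sister screen read the other way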
Target sequence (Q61009 whole entry, looked up): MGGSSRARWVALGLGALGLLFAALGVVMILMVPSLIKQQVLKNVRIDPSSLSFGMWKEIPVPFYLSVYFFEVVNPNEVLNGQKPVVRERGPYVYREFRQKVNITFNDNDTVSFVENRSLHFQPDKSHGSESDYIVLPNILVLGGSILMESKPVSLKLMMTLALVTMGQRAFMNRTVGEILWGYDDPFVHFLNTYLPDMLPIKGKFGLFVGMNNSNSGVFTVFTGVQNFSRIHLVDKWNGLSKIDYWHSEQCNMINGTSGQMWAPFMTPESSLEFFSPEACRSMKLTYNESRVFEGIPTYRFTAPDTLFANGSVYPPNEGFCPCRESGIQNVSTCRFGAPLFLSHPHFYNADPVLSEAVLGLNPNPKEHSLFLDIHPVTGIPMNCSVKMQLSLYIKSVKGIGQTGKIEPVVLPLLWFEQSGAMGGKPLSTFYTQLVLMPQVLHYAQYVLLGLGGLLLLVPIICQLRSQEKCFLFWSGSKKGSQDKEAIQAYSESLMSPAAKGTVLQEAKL
MITF TRPM1 HTS: increases MITF-driven TRPM1 promoter luciferase signal; activation, % at 12.5 µM; 300,000 compounds, 0.75% hits; SK-MEL-5 TRPM1-promoter luciferase, 24 h; % of positive control, neutral wells = 0; AID 588334;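 active = mean activation of at least 80% with every replicate also reaching 80%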;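 also: 0% = neutral control wells and 100% = parthenolide positive control wells; values of inactives mirror those of a sister screen read the other way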
CDK5 inh: inhibitors of human CDK5/p35 kinase. Q00535+Q15078. Recombinant CDK5/p35, ADP-Glo luminescence, 60 min. inhibition, % at 10 µM. 330,000 compounds, 0.01% hits. AID 488839;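 active = highest replicate inhibition of at least 50% and at least 75% of replicates reaching 50%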;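 also: plate controls were DMSO neutral control for no effect and GW8510 at 10 µM for full effect; many of its hits are not listed in these tables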
PvdQ inh: blocks Pseudomonas aeruginosa PvdQ acylase activity; purified PvdQ acylase, fluorescence plate reader; 340,000 compounds, 0.063% hits; AID 488965; inhibition, % at 10 µM; in the data active = inhibition above about 30%, passing the limit was not always enough;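 also: 0% = vehicle neutral wells and 100% = reference inhibitor wells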
Wnt bcat act: activates Wnt/beta-catenin signaling in a reporter cell assay. AID 743398. activation, % at 9.35 µM. activator, plate reader. 300,000 compounds, 1.2% hits; in the data active = activation above about 30%, passing the limit was not always enough;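 also: 0% = neutral control wells and 100% = positive control wells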
cardiac RTF act: increases calcium sensitivity of human cardiac regulated thin filaments. 340,000 compounds, 0.24% hits. IANBD-labeled TnC RTF fluorescence at EC20 calcium; 0% EC20 calcium, 100% full calcium. activation, % at 7.2 µM. P19429+P45379;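 active = activation above the mean over all tested compounds plus 3 SD, cut at about 30% in these data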;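 also: rise in fluorescence read as greater calcium sensitivity of cardiac thin filaments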
SR-BI DiI-HDL act: SR-BI HDL lipid transfer activation | activation, % at 12.5 µM | AID 504775 | 320,000 compounds, 0.096% hits | CHO ldlA[mSR-BI] cells, DiI-HDL uptake fluorescence, 3 h; 100 = double the neutral-control signal;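 active = mean replicate activation of at least 60% and every replicate at or above 60%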;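 also: 0% = median plate neutral-control signal and 100% = twice that signal; values of inactives mirror those of a sister screen read the other way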
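Test system: SR-BI-overexpressing, LDLR-lacking CHO cells. Measured by: DiI fluorescence, bottom read. Medium: Ham's F12 with 0.5% BSA, HEPES 25 mM, pH 7.4. Timing: 3 h uptake period with compound, 37 °C.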
HTR5A ag: HTR5A agonism, opioid heterodimer counter-screen. HTR5A agonist assay, luminescence, cell-based. activation, % at 9.3 µM. P47898. 340,000 compounds, 0.61% hits. AID 504692; in the data active = activation mostly above about 9.5%, no sharp cut-off; inactive = mostly below about 7.6%;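 also: 0% = cells with vehicle only and 100% = reference agonist; strong numbers were not always called active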
Target sequence (P47898 whole entry, looked up): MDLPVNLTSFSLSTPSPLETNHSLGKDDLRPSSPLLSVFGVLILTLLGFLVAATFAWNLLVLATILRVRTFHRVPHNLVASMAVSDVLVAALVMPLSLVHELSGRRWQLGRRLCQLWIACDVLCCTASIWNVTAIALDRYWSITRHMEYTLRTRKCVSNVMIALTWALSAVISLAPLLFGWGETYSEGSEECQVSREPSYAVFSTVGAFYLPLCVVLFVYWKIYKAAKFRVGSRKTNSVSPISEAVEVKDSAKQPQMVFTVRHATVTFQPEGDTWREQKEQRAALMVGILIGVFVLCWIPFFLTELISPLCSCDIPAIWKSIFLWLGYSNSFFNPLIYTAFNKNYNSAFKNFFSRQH
dFosB act: enhances mouse delta FosB homodimer DNA binding. P13346. purified delta FosB, TAMRA-CDK5 oligo fluorescence polarization; percent of positive-control signal above neutral wells. activation, % at 25 µM. 340,000 compounds, 0.99% hits. AID 493131;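 active = mean activation above about 17%, with every replicate also reaching it, limit read from the data, passing the limit was not always enough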;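 also: fluorescence polarization rise as delta FosB binds a TAMRA Cdk5 AP-1 oligo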
Active calls of the source: *; . = not tested or not shown.

SMILES	Rtt109 Vps75	SR-BI DiI inh	MITF TRPM1 HTS	CDK5 inh	PvdQ inh	Wnt bcat act	cardiac RTF act	SR-BI DiI-HDL act	HTR5A ag	dFosB act
CCOC(=O)N1CCC(NC(=O)C2=CCN(S(=O)(=O)c3ccc(F)cc3)CC2)CC1	-2	1	7	1.2	-7	0	-5	-1	1	-3
CC(=O)NCCCc1nc2ccccc2n1Cc1ccccc1F	-6	.	-2	0.1	-11	4	-1	.	-2	-5
CCc1cccc(CC)c1NC(=O)CN1CCN(S(=O)(=O)c2ccccc2)CC1	-2	-26	2	0.6	5	-3	-4	26	-1	-11
Cn1c(Cn2c(=O)sc3ccccc32)nnc1SCC(=O)NC1CCCCC1	-6	-4	-5	0.9	2	.	6	4	1	4
CN(C(=O)COC(=O)c1ccc(C(C)(C)C)cc1)C1CCS(=O)(=O)C1 (stereo not drawn)	-6	0	10	1.0	-12	4	0	0	2	-7
Cc1c(O)cc2c(c1O)C(=O)CC(c1ccccc1)O2 (stereo not drawn)	-1	-2	-46	1.1	-8	3	-6	2	-1	-4
N/C(COc1ccc(C(=O)O)cc1)=N\O	-6	-23	1	0.3	16	.	-1	23	5	1
CC1C(=O)N2CCCc3cc(NC(=O)C(=O)NCc4ccc5c(c4)OCO5)cc1c32 (stereo not drawn)	8	10	-3	1.9	-3	-1	-7	-10	4	-3
Cc1ccc(CNC(=O)CCCC(=O)O)cc1	-2	-11	1	-1.6	-12	.	-6	11	-4	-2
COC(C[C@H]1O[C@H]1[C@H](O)[C@H](C)OCc1ccccc1)OC	0	-20	8	-1.9	-17	-2	8	20	5	-2
C(#Cc1ccccc1)C[N+]1(CC#Cc2cccc3ccccc23)CCOCC1	6	7	-14	0.0	-12	0	1	-7	2	-14
Cc1ccc(OCc2ccc(-c3ccccc3)cc2)c([N+](=O)[O-])n1	13	-4	44	-0.1	-8	8	-2	4	3	-8
Cc1ccc(Oc2nnc(-c3cccs3)c3ccccc23)cc1C	-2	-17	15	-3.2	-9	.	-8	17	4	5
CCc1nnc(NC(=O)C(CC)c2ccccc2)s1 (stereo not drawn)	1	-4	8	1.4	-5	-6	2	4	2	-9
Cc1ccc(NC(=S)N2CCC(NC(=O)c3ccco3)CC2)cc1C	8	.	-12	-1.7	4	-4	-2	.	-2	-3
CC1=C([N+](=O)[O-])C(c2ccccc2)C2=C(N1)c1ccccc1C2=O (stereo not drawn)	4	23	.	-3.9	-6	-21	-5	-23	-6	-2
Cc1cccc(N2CCN(C(=O)c3cccc(S(=O)(=O)N4CCc5ccccc5C4)c3)CC2C)c1 (stereo not drawn)	.	42	-24	2.4	2	-3	-15	-42	2	-3
O=C(NCC1CCN(Cc2ccccc2F)CC1)C1CCCN(c2ncnc3c2nc2n3CCCCC2)C1 (stereo not drawn)	8	37	-10	1.1	-14	-3	-2	.	1	-13
Cc1c(NC(=O)CSC(=S)N2CCCC2)c(=O)n(-c2ccccc2)n1C	1	-17	-5	1.5	0	5	-1	17	7	0
COc1cc(/C=C2/C(=N)N3C(=NC2=O)SN=C3S(C)(=O)=O)ccc1OS(=O)(=O)c1ccc(C)cc1	7	-24	1	-1.2	-5	6	-1	24	1	-2

Whole records as entered above. Values in the order: Rtt109 Vps75	SR-BI DiI inh	MITF TRPM1 HTS	CDK5 inh	PvdQ inh	Wnt bcat act	cardiac RTF act	SR-BI DiI-HDL act	HTR5A ag	dFosB act
Cc1ccc(CNC(=O)CCCC(=O)O)cc1 in the list: -2	-11	1	-1.6	-12	.	-6	11	-4	-2
Cn1c(Cn2c(=O)sc3ccccc32)nnc1SCC(=O)NC1CCCCC1 in the list: -6	-4	-5	0.9	2	.	6	4	1	4
CCOC(=O)N1CCC(NC(=O)C2=CCN(S(=O)(=O)c3ccc(F)cc3)CC2)CC1 in the list: -2	1	7	1.2	-7	0	-5	-1	1	-3
O=C(NCC1CCN(Cc2ccccc2F)CC1)C1CCCN(c2ncnc3c2nc2n3CCCCC2)C1 (stereo not drawn) in the list: 8	37	-10	1.1	-14	-3	-2	.	1	-13

New compounds follow
SMILES	Rtt109 Vps75	SR-BI DiI inh	MITF TRPM1 HTS	CDK5 inh	PvdQ inh	Wnt bcat act	cardiac RTF act	SR-BI DiI-HDL act	HTR5A ag	dFosB act
COCCCn1c(=S)[nH]c2sc3c(c2c1=O)CCCC3	6	-3	-2	-3.8	-8	1	1	3	7	-12
COc1ccc(NC(=O)C2OC3OC(C)(C)OC3C3OC(C)(C)OC23)cc1 (stereo not drawn)	-4	-6	-11	-0.1	-3	-3	-7	10	4	3
O=C(Cn1cnc2ccccc2c1=O)NCCC(=O)Nc1ccccc1C(F)(F)F	-4	-3	-4	1.2	6	-1	-1	3	-7	4
COc1ccc(N2CCN(C(=O)c3ccccc3N(C)S(=O)(=O)c3ccccc3)CC2)cc1	5	-27	2	-3.3	-4	-3	1	.	1	-9
C=CCOc1ccc(/C=C/C(=O)OCC(=O)NCc2cccc(OC)c2)cc1	-1	-3	12	1.9	9	0	-6	3	10	-12
COc1ccc(Oc2nc(-c3ccncc3)nc3ccccc23)cc1	3	45	.	0.8	3	-2	.	-45	.	-11
CCCC(=O)Nc1sc(C)c(C)c1C#N	-2	0	-6	-3.0	-11	3	3	0	1	-9
COC(=O)C1CCN(C(=O)COC(=O)C2CCN(S(=O)(=O)c3c(Cl)cccc3Cl)CC2)CC1	-3	18	-9	-1.0	3	2	-6	-18	1	-2
Cn1c(=O)c2c(nc(Sc3nc4ccccc4n3CC(=O)N3CCCCC3)n2C)n(C)c1=O	-1	-17	-13	0.3	4	.	1	17	.	-5
CC1CN(c2nnnn2-c2ccccc2)CC(C)O1 (stereo not drawn)	14	-19	-4	0.8	-9	0	3	19	2	-6
COc1ccc(OC)c(N(CC(=O)NCCSC2CCCCC2)S(=O)(=O)c2ccccc2)c1	-3	-1	-4	0.8	0	-4	-5	1	2	0
Nc1c(-c2ccccc2)c(CN2CCOCC2)nn1-c1ccc(C(=O)O)cc1	2	-31	-4	-1.5	-12	.	9	31	0	1
CC1CN(C(=O)/C=C/c2ccc3c(c2)OCO3)CC(C)O1 (stereo not drawn)	3	-6	4	-1.2	3	.	9	6	5	-2
C=C(C)Cn1c(C2CC(=O)N(Cc3ccccc3)C2)nc2ccccc21 (stereo not drawn)	-4	5	-9	0.3	-7	-1	0	-5	2	-5
COc1ccc2[nH]cc(C(=O)CN3CCN(C4CCCCC4)CC3)c2c1	8	-6	-7	0.2	0	.	-2	6	1	-4
Cc1cccc(NC(=O)CN(CC2CCCO2)C(=O)c2oc3ccc(F)cc3c2C)c1C (stereo not drawn)	14	25	-11	-0.2	-9	1	-2	-25	-1	-13
CC(C)NC(=O)NC(=O)CSc1nnc(-c2ccccc2F)n1N	-1	-24	3	-2.4	-14	2	7	24	2	-1
CN(C)c1nc(OCCNC(=O)Nc2ccccc2)nc(N2CCCCC2)n1	16	45	-8	-1.2	-9	-1	9	-45	1	-8
OC1(c2cccnc2)CCN(Cc2nnnn2C2CCCCC2)CC1	9	2	2	-1.2	-11	-1	1	-2	-4	-2
COc1ccc2cc(-c3cc(C(=O)OCC(=O)NC4CCS(=O)(=O)C4)c4ccccc4n3)ccc2c1 (stereo not drawn)	-6	9	10	0.3	-7	.	-1	-9	7	12
Cc1ccc(Nc2nc(C)cc(C)c2C(N)=O)cc1	-2	12	-10	-0.8	-7	.	2	-12	0	0
O=C(NC1CCCC1)C(c1ccc(O)cc1)N(CC1CCCO1)C(=O)C1COc2ccccc2O1 (stereo not drawn)	29	11	-6	-0.7	-2	-1	1	-11	-1	-10
Cc1sc2nc(SCC(=O)Nc3ccccc3F)[nH]c(=O)c2c1C	4	-29	-11	0.0	-8	0	-2	29	-6	23*
COc1ccc(S(=O)(=O)N2CCC(C(=O)NCc3ccncc3)CC2)cc1	2	-10	2	-0.1	-17	0	0	10	-1	-3
CCN(CC)S(=O)(=O)c1ccc(-c2nnc(SCc3nnc(-c4ccc(C)cc4)o3)n2CC)cc1	-5	72*	.	-4.6	-13	.	-4	-72	1	-3
N#Cc1ccc(OCCN2CCc3ccccc3C2)cc1	15	-11	.	-0.3	-9	6	-5	11	5	-1
CCCCCCc1ccc(N2C[C@H](C)[C@@H](CC(=O)NCc3ccccc3)C2=O)cc1	-34	69	13	-1.6	-18	16	2	-69	5	-2
Cc1ccc2oc(=O)cc(CN3CCN(C/C=C/c4ccccc4)CC3)c2c1	9	-6	.	-1.1	-9	2	4	6	-2	-9
CCCCc1ccc(-c2ccc(C)cc2O)nc1	-8	-10	52	0.9	-4	.	-5	10	2	-3
CCN(C(=O)COC(=O)Cc1c[nH]c2ccccc12)c1c(N)n(Cc2ccccc2)c(=O)[nH]c1=O	-4	-10	-13	0.0	5	-2	-3	10	-3	-10
CN(C)C(CNC(=S)Nc1ccccc1)c1cccnc1 (stereo not drawn)	-5	.	9	0.0	-1	-5	-3	.	8	3
CN(Cc1ccccc1)c1ccc(C(CC(N)=O)NC(=O)Cc2ccc(Br)cc2)cc1[N+](=O)[O-] (stereo not drawn)	-4	-13	7	2.8	-17	-8	-3	13	-2	0
O=C(O)CNC(=O)c1ccc(N2CCOCC2)cc1[N+](=O)[O-]	-4	1	0	-1.2	-7	-4	-1	-1	2	-5
COc1cccc(NC(=O)COC(=O)CCC(=O)c2cccs2)c1	-7	-21	1	2.0	-5	-2	0	21	5	1
COc1ccc(C(C)=O)cc1COC(=O)CNC(=O)c1ccccc1F	-6	7	5	-0.8	8	-3	1	-7	-5	3
Cc1ccc(N(C(=O)CNC(=O)c2ccco2)C(C(=O)NC2CCCC2)c2ccncc2)cc1C (stereo not drawn)	5	.	.	-2.0	-9	7	-2	.	1	-6
Cc1noc(C)c1NC(=O)N(C)C[C@@H]1Oc2ccc(NC(=O)Cc3cn(C)c4ccccc34)cc2CC(=O)N([C@H](C)CO)C[C@@H]1C	0	-5	-6	-2.1	-11	5	0	5	-4	-10
O=C(NCC(c1cccnc1)N1CCN(c2ccc(F)cc2)CC1)c1ccc(F)cc1 (stereo not drawn)	10	-11	-4	-2.3	13	.	-2	11	-1	-8
COc1cc(C(=O)NCc2nnc(SCC(=O)N3CCC(C)CC3)o2)cc(OC)c1OC	-2	.	-5	-1.8	-12	-5	2	.	7	-4
CC(C)C(=O)Nc1ccc2nn(-c3ccc(F)cc3)nc2c1	-4	15	.	-0.5	-5	.	2	-15	0	-4
CCOc1ccc2nc(NC(=O)CSC3=NCCS3)sc2c1	9	58	46	1.1	-12	.	-2	-58	8	-1
O=C(CSC1=N/C(=C/c2ccc(Cl)c(Cl)c2)C(=O)N1c1ccccc1F)NC1CC1	2	10	2	-0.5	-13	-2	-1	-10	-1	2
O=C(Nc1ccccc1Br)C1CC(=O)N(c2ccc3c(c2)OCCO3)C1 (stereo not drawn)	7	-10	-2	-1.9	0	5	-5	10	3	-6
O=C(NC(=S)Nc1cccc2ncccc12)c1ccco1	0	13	4	-1.5	-4	-1	-2	-13	-1	-4
CCSc1nnc(CNc2ccc(F)cc2)n1CC1CCCO1 (stereo not drawn)	2	-9	4	-1.7	-22	10	-8	9	-2	-4
COc1ccc(C2c3ccc4ccccc4c3Oc3ncn(CCO)c(=N)c32)cc1 (stereo not drawn)	0	-20	-76	-0.4	-6	.	-1	20	1	-16
